Screening data from PubChem.
E-sel TNF inh: blocks E-selectin expression induced by TNF alpha; actives 0.71% (n = 120,000); inhibition, % at 2 µM; HUVEC TNFa-induced E-selectin immunofluorescence, high content;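 active means inhibition above the batch mean plus 3 SD, and confirmed as a hit on visual image review, cut at about 43% in these data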;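 further: 0% = TNF-stimulated DMSO wells and 100% = unstimulated control wells; not every result past the cut was called active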
NPY Y2 blocker: antagonists of human neuropeptide Y receptor Y2; P49146; NPY-Y2 expressing cells, antagonist mode; inhibition, % at 2.7 µM; actives 0.99% (n = 140,000); AID 793; in the data active means inhibition above about 17%;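 further: 0% = vehicle with agonist challenge and 100% = reference antagonist with challenge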
Target sequence (P49146 whole entry, looked up): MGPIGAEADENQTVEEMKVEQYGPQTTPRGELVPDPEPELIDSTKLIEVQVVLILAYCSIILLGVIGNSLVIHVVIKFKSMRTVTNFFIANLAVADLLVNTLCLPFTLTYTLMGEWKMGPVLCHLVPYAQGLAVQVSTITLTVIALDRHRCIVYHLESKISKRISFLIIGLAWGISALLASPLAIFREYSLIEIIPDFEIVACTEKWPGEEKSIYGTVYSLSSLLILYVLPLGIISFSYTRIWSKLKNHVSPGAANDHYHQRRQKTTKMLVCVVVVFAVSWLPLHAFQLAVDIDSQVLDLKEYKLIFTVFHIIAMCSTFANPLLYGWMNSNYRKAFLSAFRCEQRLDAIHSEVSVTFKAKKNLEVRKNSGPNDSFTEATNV
GALR2 blocker: GALR2 (human) receptor antagonism; O43603; actives 0.39% (n = 140,000); GALR2-expressing cells, antagonist mode; inhibition, % at 4 µM; in the data active means inhibition above about 27%;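 further: cells stimulated with galanin 1-16 at roughly its EC80; 0% = agonist challenge control and 100% = basal control without agonist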
* = called active by the depositor. Not all compounds are listed; count on the stated rates, not on these rows.

Preview:
SMILES	E-sel TNF inh	NPY Y2 blocker	GALR2 blocker
CCn1c(SCC(=O)N2CCC(C(N)=O)(N3CCCCC3)CC2)nc2ccccc2c1=O	-9	4	1
COc1ccc(C(=O)Nc2nc(-c3ccc([N+](=O)[O-])cc3)c(-c3ccccc3)s2)cc1	-19	-1	-9
Cc1cc(NC(=O)CCn2c(=O)sc3ccccc32)no1	-23	6	3

This part in full, previewed entries included:
SMILES	E-sel TNF inh	NPY Y2 blocker	GALR2 blocker
CCn1c(SCC(=O)N2CCC(C(N)=O)(N3CCCCC3)CC2)nc2ccccc2c1=O	-9	4	1
COc1ccc(C(=O)Nc2nc(-c3ccc([N+](=O)[O-])cc3)c(-c3ccccc3)s2)cc1	-19	-1	-9
Cc1cc(NC(=O)CCn2c(=O)sc3ccccc32)no1	-23	6	3
N=c1c(-c2nc3ccccc3[nH]2)cc(C(=O)c2cccs2)nn1-c1ccc(Cl)cc1	-10	0	3
O=[N+]([O-])c1ccc(N2CCN(c3ccc(Cl)nn3)CC2)cc1NC1CC1	5	5	4
Cc1ccc2c(c1)sc1ncc(NC(=O)c3ccccc3)c(=O)n12	-2	3	22
O=C(CSc1nnc2c3cc(F)ccc3nc(-c3ccccc3)n12)N1CCOCC1	-4	3	-6
Cc1ccc(S(=O)(=O)NC(Cc2c[nH]c3ccccc23)C(=O)O)cc1 (stereo not drawn)	5	8	11
O=C(NCC(c1cccnc1)N1CCN(c2ccccc2)CC1)c1ccco1 (stereo not drawn)	-51	0	0
COC(=O)c1ccc(C(=O)OC)c(NC(=O)CSc2nc(-c3ccco3)cc(C(F)(F)F)n2)c1	-27	1	-7
CCOc1ccc(NC(=O)N(C2CCCCC2)C2CCN(C(C)=O)CC2)cc1	12	2	3
O=C(Nc1ccccc1-c1nc2ccccc2o1)c1ccc2c(c1)OCCO2	-14	2	-2
Cc1coc2c(C)c3oc(=O)c4c(c3cc12)CCC4	-17	2	2

Look-ups from above.
E-sel TNF inh, COC(=O)c1ccc(C(=O)OC)c(NC(=O)CSc2nc(-c3ccco3)cc(C(F)(F)F)n2)c1 stands at -27
E-sel TNF inh, O=C(NCC(c1cccnc1)N1CCN(c2ccccc2)CC1)c1ccco1 (stereo not drawn) stands at -51
E-sel TNF inh, CCOc1ccc(NC(=O)N(C2CCCCC2)C2CCN(C(C)=O)CC2)cc1 stands at 12
NPY Y2 blocker, COc1ccc(C(=O)Nc2nc(-c3ccc([N+](=O)[O-])cc3)c(-c3ccccc3)s2)cc1 stands at -1

A draw from above in order of molecular weight, descending:
SMILES	E-sel TNF inh	NPY Y2 blocker	GALR2 blocker
COC(=O)c1ccc(C(=O)OC)c(NC(=O)CSc2nc(-c3ccco3)cc(C(F)(F)F)n2)c1	-27	1	-7
CCOc1ccc(NC(=O)N(C2CCCCC2)C2CCN(C(C)=O)CC2)cc1	12	2	3
O=C(Nc1ccccc1-c1nc2ccccc2o1)c1ccc2c(c1)OCCO2	-14	2	-2
